# EBI2 block = antagonists of human EBI2 receptor. 360,000 tested, 0.81% active. EBI2 beta-arrestin recruitment, luminescence, 7a,25-OHC stimulated. AID 651636. inhibition, % at 5 µM. P32249; in the data active means inhibition above about 38%;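 further: enzyme fragment complementation signal reports receptor beta-arrestin coupling in cells; 0% = agonist plus DMSO wells and 100% = wells without agonist; some results beyond the cut were filed as inactive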
# Target sequence (P32249 whole entry, looked up, the tested form may be a part): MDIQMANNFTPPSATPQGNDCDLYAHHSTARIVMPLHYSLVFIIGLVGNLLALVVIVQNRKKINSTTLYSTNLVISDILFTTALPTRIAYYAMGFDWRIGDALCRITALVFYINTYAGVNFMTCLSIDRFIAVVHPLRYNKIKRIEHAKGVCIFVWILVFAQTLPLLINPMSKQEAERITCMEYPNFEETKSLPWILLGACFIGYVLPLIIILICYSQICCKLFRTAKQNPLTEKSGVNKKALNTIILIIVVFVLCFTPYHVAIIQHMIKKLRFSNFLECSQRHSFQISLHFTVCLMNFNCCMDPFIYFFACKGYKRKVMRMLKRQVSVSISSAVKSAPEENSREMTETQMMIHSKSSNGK
# Gli-Sufu antag = blocks Gli-Sufu signaling in a luciferase reporter; Sufu-KO-LIGHT fibroblasts, Gli luciferase reporter luminescence; inhibition, % at 5 µM; 340,000 tested, 0.74% active; AID 588413;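 active means inhibition above about 55%, limit read from the data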;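 further: 0% = DMSO-treated cells and 100% = wells with medium but no cells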
# CCR6 antag = antagonists of human CCR6 receptor | AID 493098 | P51684 | inhibition, % at 20 µM | CHO-K1 CCR6 PathHunter beta-arrestin, luminescence, CCL20-stimulated | 340,000 tested, 0.49% active;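 active means compounds whose inhibition of the agonist-driven luminescence signal at 20 µM reaches about 50%, limit read from the data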;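 further: cells stimulated with CCL20 at 14 nM final; plate controls were DMSO with CCL20 for no effect and DMSO without agonist for full effect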
# Target sequence (P51684 whole entry, looked up): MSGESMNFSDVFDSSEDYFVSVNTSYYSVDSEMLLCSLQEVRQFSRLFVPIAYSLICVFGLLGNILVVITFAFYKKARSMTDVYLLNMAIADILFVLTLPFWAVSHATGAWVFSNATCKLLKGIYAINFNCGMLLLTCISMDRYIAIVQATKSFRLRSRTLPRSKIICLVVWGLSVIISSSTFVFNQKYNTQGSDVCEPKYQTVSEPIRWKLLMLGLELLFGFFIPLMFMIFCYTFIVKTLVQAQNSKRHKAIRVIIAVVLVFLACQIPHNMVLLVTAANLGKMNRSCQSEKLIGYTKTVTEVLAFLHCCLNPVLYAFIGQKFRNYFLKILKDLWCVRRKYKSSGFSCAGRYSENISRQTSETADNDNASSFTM
# Jurkat NFkB inh = lowers PMA/ionomycin-induced NF-kB signal in Jurkat cells; 330,000 tested, 0.53% active; inhibition, % at 4 µM; PMA/ionomycin-induced NF-kB luciferase reporter, luminescence; in the data active means inhibition above about 50%
# APJ antagonist = APJ receptor antagonism; inhibition, % at 20 µM; 330,000 tested, 0.32% active; CHO-K1 APJ beta-arrestin complementation, luminescence; P35414;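 active means inhibition above about 40% at 20 µM, limit read from the data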;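 further: cells challenged with 10 nM apelin-13 agonist together with compound; plate controls were apelin-13 plus DMSO wells for no effect and DMSO wells lacking apelin-13 for full effect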
# UBC13 inh = human UBC13 polyubiquitination inhibition; 330,000 tested, 0.47% active; AID 485273; UBC13 polyubiquitin chain formation, TR-FRET; P61088; inhibition, % at 20 µM; in the data active means inhibition above about 45%, passing the limit was not always enough
# Target sequence (P61088 whole entry, looked up): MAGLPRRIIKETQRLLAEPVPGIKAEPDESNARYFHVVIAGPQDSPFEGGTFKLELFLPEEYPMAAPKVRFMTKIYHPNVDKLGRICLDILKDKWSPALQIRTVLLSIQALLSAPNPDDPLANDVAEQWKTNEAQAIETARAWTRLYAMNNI
# CXCR6 inh = blocks human CXCR6 beta-arrestin recruitment | CHO-K1 PathHunter CXCR6 beta-arrestin, luminescence | O00574 | 360,000 tested, 0.36% active | inhibition, % at 20 µM | AID 602244; in the data active means inhibition above about 34%, passing the limit was not always enough;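 further: antagonist mode with CXCL16 agonist at 10 nM final; 0% = 10 nM CXCL16 with DMSO and 100% = unstimulated wells without agonist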
# 697 NFkB inh = inhibitors of the PMA/ionomycin-induced NF-kB reporter in 697 B cells. 330,000 tested, 0.33% active. 697 B-cell NF-kB luciferase reporter, 16 h. inhibition, % at 4 µM. AID 435022; in the data active means inhibition above about 35%
# Active calls of the source: *; / = no result given.
smiles	UBC13 inh	Jurkat NFkB inh	Gli-Sufu antag	697 NFkB inh	CXCR6 inh	APJ antagonist	CCR6 antag	EBI2 block
O=C(COC(=O)c1ccccn1)NNC(=O)c1ccc(Br)cc1	3	-93	0	1	2	-6	-6	-8
Cc1ccccc1-n1c(O)c(C=NC2CCS(=O)(=O)C2)c2ccccc2c1=O (stereo unspecified)	2	5	6	20	10	12	-1	-5
FC(F)(F)c1ccccc1NC(=S)Nn1cnnc1	-2	0	1	7	0	14	16	2
N#CCSc1nccc(/C=C/c2ccccc2)n1	0	-9	-12	-9	0	-4	14	-10
Cc1cccc(N2CCN(c3nnnn3-c3ccccc3)CC2C)c1 (stereo unspecified)	-3	-9	1	-17	5	6	1	8
CCCCCN(C(=O)NC(=O)Nc1cccc(C)c1C)S(C)(=O)=O	0	1	-4	20	-10	-7	12	-8
COCCCNC(=O)c1ccc2c(=O)n(Cc3ccc4c(c3)OCO4)c(=S)[nH]c2c1	12	0	1	-12	8	17	14	0
CCCSc1nnc(CSc2nc3ccccc3s2)n1-c1ccccc1	2	-20	11	1	-2	-15	21	-15
Cc1ccccc1C(=O)c1cccn1CC(=O)NCCCc1ccccc1	-9	2	-15	-17	10	-28	13	14
CN(C)c1cccc(/C=C(\C#N)c2ccccc2)c1	3	-45	-110	-211	9	15	16	21
CN(C)C(CNC(=O)C1CCCN(C(=O)c2ccc(Cl)cc2)C1)c1ccco1 (stereo unspecified)	11	4	-9	-13	-5	8	3	6
NC(=O)c1oc2ccccc2c1NC(=O)CN1CCCCC1	-13	-13	6	20	-5	13	3	-7
COc1ccc(NC(=O)Nc2ccc3c(c2)C(=O)N([C@H](C)CO)C[C@H](C)[C@@H](CN(C)C(=O)Nc2ccc(OC)cc2)O3)cc1	3	30	-15	14	5	7	7	3
Cc1ccc2nc(NCCC(=O)O)nc(-c3ccccc3)c2c1	14	0	7	14	-2	-3	-1	0
CCCCOC(=O)Nc1cc(C(=O)OC)ccc1C(=O)OC	12	4	1	2	-1	19	11	0
CCN1C(=O)[C@@H]2[C@H](C1=O)[C@@H]1C(=O)Nc3ccccc3C(=O)N1[C@@H]2c1cccc(Cl)c1	4	9	-4	20	-6	8	3	-6
COc1ccc(C(=O)NCC(c2cccs2)N2CCc3ccccc32)cc1OC (stereo unspecified)	-4	-4	16	-21	8	4	20	16
COC(=O)c1ccc(/C=C/C(=O)c2cccc(OC)c2)cc1	1	-26	-22	-57	12	-14	16	6
Cc1ccc(CNC(=O)CS(=O)(=O)CC(=O)O)cc1	-4	-17	-8	-25	2	3	-2	6
CC(=O)N1C(C)(C)CC(=NOC(=O)c2ccccc2)CC1(C)C	-6	0	-9	11	-18	-10	9	-14
COc1ccc(NC(=O)CSc2nc(N)c3cc4c(nc3n2)CCCC4)c(OC)c1	-14	-11	1	-76	-4	-2	-1	8
CCOC(=O)c1ccc(CSC(=N)N)o1	13	4	-15	14	-5	17	7	-5
CCc1ccc(CNC(=O)c2ccc(OC3CCN(C(=O)COC)CC3)cc2)nc1	-5	0	3	-5	0	-14	-9	-4
O=C(COc1ccc(F)cc1Br)NCC1COc2ccccc2O1 (stereo unspecified)	12	5	-1	1	-7	0	5	4
Cc1cccn2c(=O)c(C=NCCO)c(NCc3ccco3)nc12	-14	-18	4	-51	2	3	25	2
Cc1c(NC(=O)CCSCCc2ccccn2)cccc1[N+](=O)[O-]	0	6	-5	6	-1	0	10	0
O=C(NCCc1ccccc1)C1CC(=O)N(c2ccc3c(c2)OCCO3)C1 (stereo unspecified)	3	-1	-8	-22	-4	-3	4	-14
Cn1c(=O)n(CC(=O)NCC2CCCO2)c(=O)c2c3c(sc21)COC(C)(C)C3 (stereo unspecified)	3	9	-4	1	0	10	28	-4
COc1ccccc1CNC(=O)CN1CCC(n2cnc3cc(F)ccc32)CC1	-11	-9	12	-8	-2	-15	2	1
CCOc1ccc(C(=O)N2CCCC2C(=O)O)cc1 (stereo unspecified)	3	2	-5	6	0	-8	-3	1
Cc1n[nH]c(C)c1S(=O)(=O)N1CCC(C(=O)N2CCn3c2nc2ccccc23)CC1	6	2	36	21	52*	66*	73*	34
Cn1cccc1/C=C1\SC(=Nc2ccccc2)NC1=O	-10	16	-14	-55	0	9	2	1
CC1CCCN(C(=O)CNC(=O)c2ccco2)C1 (stereo unspecified)	2	-2	-23	-5	-6	14	-2	6
CC(OC(=O)CCCN=C1NS(=O)(=O)c2ccccc21)C(=O)Nc1ccc(F)cc1Cl (stereo unspecified)	-1	9	-10	2	-1	19	4	-3
O=S(=O)(Nc1ccccc1O)c1ccc(Cl)nc1	7	6	3	19	2	6	-6	-7
CCc1cc(C(=O)Nc2nc(-c3ccccn3)cs2)sc1C	-30	-6	/	1	14	7	23	-2
Cc1ccc2nc(Nc3ncc4c(n3)CC(C)(C)CC4=O)nc(C)c2c1	-6	3	-5	10	1	-15	7	-5
COc1ccc(-c2nn(-c3ccccc3)cc2/C=N/N2C(=O)CSC2=S)cc1	-16	-15	4	-17	-12	-62	-9	-10
COc1ccc(Cl)cc1NC(=O)CN(C)CC(=O)NCc1cccs1	22	1	28	14	1	-3	8	-1
O=C(NCc1ccc(F)cc1)c1cc(-c2cccs2)on1	9	-7	-6	13	0	-5	-5	15

# Reformatted with values under each structure: 18 of the compounds above.
# Sequence of screens – UBC13 inh, Jurkat NFkB inh, Gli-Sufu antag, 697 NFkB inh, CXCR6 inh, APJ antagonist, CCR6 antag, EBI2 block
> COC(=O)c1ccc(/C=C/C(=O)c2cccc(OC)c2)cc1
    1, -26, -22, -57, 12, -14, 16, 6
> Cc1ccc(CNC(=O)CS(=O)(=O)CC(=O)O)cc1
    -4, -17, -8, -25, 2, 3, -2, 6
> CC(=O)N1C(C)(C)CC(=NOC(=O)c2ccccc2)CC1(C)C
    -6, 0, -9, 11, -18, -10, 9, -14
> COc1ccc(NC(=O)CSc2nc(N)c3cc4c(nc3n2)CCCC4)c(OC)c1
    -14, -11, 1, -76, -4, -2, -1, 8
> CCOC(=O)c1ccc(CSC(=N)N)o1
    13, 4, -15, 14, -5, 17, 7, -5
> CCc1ccc(CNC(=O)c2ccc(OC3CCN(C(=O)COC)CC3)cc2)nc1
    -5, 0, 3, -5, 0, -14, -9, -4
> O=C(COc1ccc(F)cc1Br)NCC1COc2ccccc2O1 (stereo unspecified)
    12, 5, -1, 1, -7, 0, 5, 4
> Cc1cccn2c(=O)c(C=NCCO)c(NCc3ccco3)nc12
    -14, -18, 4, -51, 2, 3, 25, 2
> Cc1c(NC(=O)CCSCCc2ccccn2)cccc1[N+](=O)[O-]
    0, 6, -5, 6, -1, 0, 10, 0
> O=C(NCCc1ccccc1)C1CC(=O)N(c2ccc3c(c2)OCCO3)C1 (stereo unspecified)
    3, -1, -8, -22, -4, -3, 4, -14
> Cn1c(=O)n(CC(=O)NCC2CCCO2)c(=O)c2c3c(sc21)COC(C)(C)C3 (stereo unspecified)
    3, 9, -4, 1, 0, 10, 28, -4
> COc1ccccc1CNC(=O)CN1CCC(n2cnc3cc(F)ccc32)CC1
    -11, -9, 12, -8, -2, -15, 2, 1
> CCOc1ccc(C(=O)N2CCCC2C(=O)O)cc1 (stereo unspecified)
    3, 2, -5, 6, 0, -8, -3, 1
> Cc1n[nH]c(C)c1S(=O)(=O)N1CCC(C(=O)N2CCn3c2nc2ccccc23)CC1
    6, 2, 36, 21, 52*, 66*, 73*, 34
> Cn1cccc1/C=C1\SC(=Nc2ccccc2)NC1=O
    -10, 16, -14, -55, 0, 9, 2, 1
> CC1CCCN(C(=O)CNC(=O)c2ccco2)C1 (stereo unspecified)
    2, -2, -23, -5, -6, 14, -2, 6
> CC(OC(=O)CCCN=C1NS(=O)(=O)c2ccccc21)C(=O)Nc1ccc(F)cc1Cl (stereo unspecified)
    -1, 9, -10, 2, -1, 19, 4, -3
> O=S(=O)(Nc1ccccc1O)c1ccc(Cl)nc1
    7, 6, 3, 19, 2, 6, -6, -7

# Going on with the list.
smiles	UBC13 inh	Jurkat NFkB inh	Gli-Sufu antag	697 NFkB inh	CXCR6 inh	APJ antagonist	CCR6 antag	EBI2 block
O=C(NCCOc1ccccc1Cl)c1cc(F)c(F)cc1Cl	1	-106	-24	-138	8	17	11	-10
O=C(CSc1nccc(=O)[nH]1)c1cc2ccccc2o1	2	5	-2	28	-7	-15	4	-12
COc1cc(OC)c2ccc(=O)oc2c1C(CC(=O)N1CCN(c2ccccc2)CC1)c1ccc2c(c1)OCO2 (stereo unspecified)	-8	14	28	3	12	18	16	21
Cc1nc(NC(=O)c2ccccc2)sc1-c1csc(Nc2ccc(Cl)cc2)n1	-46	15	/	-22	/	-63	/	/
NC(=O)c1ccccc1NC(=O)c1ccccc1S(=O)(=O)c1ccccc1[N+](=O)[O-]	-9	0	-3	8	3	-18	-5	-2
Cc1cc(C)nc(NS(=O)(=O)c2ccc(NC(=O)CSc3nc4ccccc4[nH]3)cc2)n1	-2	-5	1	29	-5	-25	10	-7
Clc1ccc(C2=Nn3c(nnc3-c3cc(-c4ccccc4)n[nH]3)SC2)cc1	-4	-4	7	-13	-9	-4	-26	-2
CCOc1ccccc1NC(=O)c1cccc(NC(=O)c2ccco2)c1	6	57*	-1	-35	0	-3	-3	4
CCC1=C(OC(=O)N(CC)CC)N2C(=O)OC(=NCC3CC3)[C@]2(Cc2ccccc2)[C@H]2C1=CC[C@H]1C(=O)N(c3ccccc3)C(=O)[C@H]12	-10	0	15	13	18	17	2	5
Cc1ccc(Cl)cc1N(CC(=O)N1CCOCC1)S(C)(=O)=O	5	8	3	7	-1	8	-3	-5
CCCCN(C(=O)CSc1nc2ccccc2s1)c1c(N)n(CCCC)c(=O)[nH]c1=O	-31	-9	5	-25	1	12	0	5
Cc1cc2oc(=O)cc(CN(C)Cc3cccc(F)c3)c2cc1Cl	-7	0	-1	-15	-14	8	21	28
CCOC(=O)C1=C(COC(=O)COc2ccccc2C#N)NC(=O)NC1C (stereo unspecified)	2	4	-4	15	-1	5	3	-4
CN1CCC(=O)N(CCSc2ccccc2)CC1	0	-23	-35	-23	-5	19	-8	-4
CN(c1ccccc1)S(=O)(=O)c1cccc(C(=O)OCC(=O)NCc2ccco2)c1	18	16	2	5	3	7	1	5

# Look-ups from the results shown:
# Cc1cc2oc(=O)cc(CN(C)Cc3cccc(F)c3)c2cc1Cl @ CXCR6 inh = -14
# CCOC(=O)C1=C(COC(=O)COc2ccccc2C#N)NC(=O)NC1C (stereo unspecified) @ Gli-Sufu antag = -4

# Source: PubChem (Sanford-Burnham Center for Chemical Genomics)
